# A549 viability – Nrf2 qHTS screen for inhibitors: counterscreen for cytotoxicity; A549 ARE-Fluc cells, CellTiter-Fluor viability, 18-24 h; Potency, µM (titrated, usually from 46 µM), inactives show at the top dose activity change, negative = cytotoxicity, hits mostly inhibitors; 0.16% of 390,000 active; AID 504648, 2011; note: potency is the fitted concentration of half-maximal effect; % is set by controls: 0 for no effect and ±100 for the full control effect
#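 Cytotoxicity counterscreen: CellTiter-Fluor fluorescence was measured in A549 ARE_Fluc cells after 18-24 h of compound exposure in a concentration series. The subsequent BugLite luminescent read reports ARE-luciferase activity.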
# Akt phos inh – HTS Assay for Inhibitors of Akt Phophorylation: Primary Screen. Neuro2A IGF-stimulated pAkt S473 HTRF, 20 min; stronger effect = lower value. activity change, % for hits at 50 µM. 0.32% of 360,000 active. AID 651550, 2012; in the data active = activity change below about -80%; inconclusive = mostly about -51% to -80%; note: % is set by controls: 0 for no effect and ±100 for the full control effect
#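 Neuro2A cells in DMEM with 0.5% FBS, overnight at 37 deg C, given compound at single 50 µM final, then IGF (6 nM final) for 20 min at 37 deg C. Lysed; phospho-Akt Ser473 by HTRF after 24 h, 665/615 ratio.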
# Nrf2 activator – qHTS of Nrf2 Activators; Potency, µM (series often up to 46.1 µM), without a hit: top-dose activation, usual class: activators; 0.31% of 410,000 active; AREc32 ARE-luciferase reporter (MCF7-derived line), luminescence, 24 h; AID 624171, 2012; note: potency is the fitted concentration of half-maximal effect; % of control where 0% means no effect; nearly all actives have a fitted effect of over 65% in size
#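 AREc32 cells carrying an ARE-driven firefly luciferase, 1000 cells/well in OPTI-MEM with 5% FBS, dosed after overnight attachment and incubated 24 hr at 37 deg C. Steady-Glo luminescence read after 30 min at RT.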
# TGFb inhibitor – qHTS for Inhibitors of TGF-b; HepG2 CAGA-GFP TGF-b/SMAD3 reporter, GFP fluorescence, 18 h; TGF-beta stimulated, 500 pg/mL final; Potency, µM (titrated, usually from 46.1 µM), inactives show at the top dose activity, negative = inhibition, most hits filed as inhibitors; 1.2% of 410,000 active; AID 588855, 2011; note: potency is the fitted concentration of half-maximal effect; % is set by controls: 0 for no effect and ±100 for the full control effect; nearly all actives have a fitted effect of over 65% in size
#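 Per well, imaged GFP fluorescence of HEPG2 CAGA-GFP cells gives the signal; cells get compound, then TGF-beta (500 pg/mL final), 18 h at 37 degrees C; %Activity versus -TGF-beta and +DMSO controls.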
# Nrf2 inh – Nrf2 qHTS screen for inhibitors | A549 ARE-Fluc reporter, luciferase luminescence, 18-24 h | Potency, µM (series often up to 46 µM), for inactives: at the top dose activity change, negative = inhibition, usual class: inhibitors | 2.1% of 360,000 active | AID 504444, 2011; note: potency is the fitted concentration of half-maximal effect; % is set by controls: 0 for no effect and ±100 for the full control effect; nearly all actives have a fitted effect of over 60% in size
#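 A549 ARE_Fluc cells (5000/well, 5% FBS OPTI-MEM) pre-incubated 2 h, then treated with compounds 18-24 h at 37C/5% CO2 in concentration-response. CellTiter-Fluor viability read first; BugLite luciferase luminescence after 15 min at room temperature gives Nrf2 activity.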
# HepG2 viability – qHTS for Inhibitors of TGF-b: Cytotox Counterscreen; 0.76% of 410,000 active; Potency, µM (doses to about 46.1 µM), inactives show top-dose activity change, negative = cytotoxicity, usual class: cytotoxic; HepG2 CAGA-GFP viability, ATP luminescence, 18 h; note: potency is the fitted concentration of half-maximal effect; some results filed as inactive show a strong effect at the top dose
#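 HepG2 CAGA-GFP cells (1000/well, DMEM with 1% FBS) received compound, then TGF-beta at 500 pg/mL final, and were incubated 18 hours at 37 degrees C. Viability was read by CellTiter-Glo luminescence. Media-only wells were set as complete cell-killing and DMSO as no toxicity.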
# MmCpn inh – Inhibitors of TCP-1 ring complex (TRiC) of Methanococcus maripaludis (MmCpn): qHTS; purified Mm-Cpn ATPase, ADP Transcreener TR-FRET; Potency, µM (series often up to 76.9 µM), inactives show at the top dose activity, negative = inhibition, usual class: inhibitors; 0.031% of 330,000 active; note: potency is the fitted concentration of half-maximal effect; % is set by controls: 0 for no effect and ±100 for the full control effect; nearly all actives have a fitted effect of over 80% in size
#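 Compound-treated chaperonin, 25 nM final, turns over 10 uM ATP at 37°C for 30 min following a 10 min preincubation; ADP generated competes with ADP-d2 for Eu-cryptate antibody, lowering FRET.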
# CCT modulator – High-Throughput Screening for Modulators of Cytosolic Chaperonin Activity | activity change, % (no concentration beside the values), hits read low | AID 651819, 2012 | purified chaperonin ATPase assay, HTRF ADP detection, 30 min | 0.3% of 360,000 active; in the data active = activity change below about -30%; note: % is set by controls: 0 for no effect and ±100 for the full control effect
#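 ATPase activity: ADP formed was measured by HTRF Transcreener (665/615 nm ratio) after 30 min at 37 deg C with 10 uM ATP. Compounds screened at one 76 uM concentration against 40 or 20 nM TRiC in Tris pH 7.4/KCl/MgCl2/DTT buffer.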
# S2 tox – Viability Counterscreen for Primary qHTS for Inhibitors of ATXN expression | 0.49% of 400,000 active | S2 cells (HEK-293 line with an ATXN2-luciferase reporter) viability, CellTiter-Fluor protease fluorescence, 24 h | Potency, µM (titrated, usually from 56.7 µM), most hits filed as cytotoxic; note: potency is the fitted concentration of half-maximal effect; nearly all actives have a fitted effect of over 40% in size
# Starred values were filed as active, the others as inactive; i = inactive; ? = inconclusive; . = not tested or not shown; [ ] = dose if it differs, or a comment. Unless noted, calls come from the whole dose curve; as a rule, active = well fitted curve in the direction sought with a large enough effect; inconclusive = small, poorly fitted or top-dose-only effect, or another doubt; inactive = no such curve, though single readings can be large; an effect the other way counts as inactive or inconclusive.
# Below each compound – A549 viability	Akt phos inh	Nrf2 activator	TGFb inhibitor	Nrf2 inh	HepG2 viability	MmCpn inh	CCT modulator	S2 tox
- COc1c(C)cccc1C(=O)Nc1ccc(Cl)c(-c2nc3cc(C)ccc3o2)c1
→ -0.6%	.	5.2%	?	4.8%	-15.6%	.	.	i
- CCOc1ccc(C2C3=C(CCCC3=O)Nc3ccc4ncccc4c32)cc1 (stereo unspecified)
→ -18.6%	i	9.2%	-10.9%	?	-9.2%	1.5%	-0.8	i
- O=C(NCCCN1CCN(Cc2ccccc2)CC1)C1CCN(c2nnc(-n3cccc3)s2)CC1
→ -9.6%	i	4.4%	-13.5%	?	-5.7%	-0.9%	-2.9	i
- COc1ccc(-c2csc(N3C(=O)C4C5c6ccccc6C(c6ccccc65)C4C3=O)n2)cc1 (stereo unspecified)
→ -9.5%	i	-0.3%	-29.6%	-0.7%	-11.1%	-0.4%	-2.8	?
- CCS(=O)(=O)n1c(Cc2cccs2)nc2ccccc21
→ 6.3%	i	5.9%	0.0%	-30.8%	-18.3%	0.9%	1.9	i
- Cc1ccc(C(=O)Nc2ccc3c(c2)N(C)C(=O)c2ccccc2S3)cc1
→ ?	.	1.3%	?	.	0.1%	.	.	?
- COc1cccc2c(=O)n(CC(=O)NC3CCCCC3)ccc12
→ 1.3%	i	0.5%	8.4%	2.4%	-3.6%	0.0%	-1.8	i
- COc1ccc(CCN(C)C2CCCN(S(C)(=O)=O)C2)cc1OC (stereo unspecified)
→ 18.0%	i	0.0%	-5.3%	-1.0%	-5.1%	0.2%	-2.4	i
- CCCSc1nnc(NC(=O)c2sc3nc(-c4cccs4)ccc3c2N)s1
→ .	i	5.9%	32.6%[activator]	-1.5%	-20.2%	-7.0%	0.7	.
- CNC[C@H]1Oc2c(NS(=O)(=O)c3ccc(OC)cc3)cccc2C(=O)N([C@H](C)CO)C[C@@H]1C
→ 0.9%	i	-0.3%	2.5%	0.1%	-1.1%	0.4%	-2.5	i
- CCNc1nc(NC(C)(C)C)nc(N(CC)n2cnnc2)n1
→ 4.6%	i	0.1%	?	2.9%	-18.3%	-0.5%	-6.5	i
- CSc1ccc(S(=O)(=O)NCC(=O)OCC(=O)NCC2CCCO2)cc1[N+](=O)[O-] (stereo unspecified)
→ -11.2%	i	0.1%	50.3%[activator]	0.6%	8.4%	1.3%	0.8	i
- Cc1cc(NC(=O)/C=C/c2ccc(Cl)cc2)no1
→ 1.2%	i	4.5%	-3.6%	11.2%	-26.5%	0.6%	0.7	i
- CC1(C(=O)NS(=O)(=O)c2ccc3c(c2)CCO3)CCN1C(=O)c1ccccc1CCc1ccccc1 (stereo unspecified)
→ .	i	0.2%	43.4%[activator]	.	6.4%	.	2.2	i
- CCCCNc1nc2cccnc2s1
→ -10.8%	i	1.0%	13.0%	-2.4%	5.2%	-0.6%	0.5	.
- Cc1ccc(S(=O)(=O)N(C)c2ccc(C(=O)Nc3ccccc3C(=O)N3CCOCC3)cc2)cc1
→ 5.2%	i	1.5%	-2.2%	2.5%	31.6%	-0.4%	-6.6	i
- COc1cc(-c2nc(CN3CCCCC3CCNC(C)=O)c(C)o2)ccc1F (stereo unspecified)
→ 0.0%	i	-0.2%	1.6%	11.1%	-0.1%	-1.5%	0.4	i
- CCc1cccc2c(C(=O)CSc3nncn3C)c[nH]c12
→ -12.7%	i	4.7%	-3.3%	?	-0.5%	0.2%	-2.2	?
- Cc1cc2c(cc1S(=O)(=O)N1CCN(c3cccc(C)c3C)CC1)OCCN2C
→ -7.1%	i	-0.8%	-1.2%	?	-46.0%	-0.5%	0.7	i
- O=C(Nc1ccc(Cl)c(S(=O)(=O)N2CCCC2)c1)c1nn(CCO)c(=O)c2ccccc12
→ -7.2%	i	4.2%	-13.7%	?	-20.4%	-1.2%	-2.2	?
- CCN1C(=O)/C(=C\N2CCN(C(=O)c3ccco3)CC2)SC1=S
→ -9.0%	i	0.1%	-1.2%	4.7%	-41.2%	-1.4%	-2.9	?
- O=C(CN1C(=O)NC2(CCCCCCC2)C1=O)NCc1ccccc1Cl
→ -9.4%	i	0.0%	-0.1%	?	-4.8%	0.1%	0.8	i
- O=[N+]([O-])c1cccc(CN2CCN(Cc3ccco3)CC2)c1
→ -0.1%	i	-0.2%	-17.8%	6.5%	-1.9%	-1.9%	-0.6	i
- C=C(C)Cn1c(CCn2c3ccccc3c3ccccc32)n[nH]c1=S
→ -3.9%	i	0.0%	?	-1.5%	-16.0%	-2.1%	-1.5	i
- CC(C)Oc1ccc(C(=O)N(Cc2ccco2)Cc2cccs2)cc1
→ 1.8%	.	12.6%	-10.0%	-9.9%	-32.8%	.	.	.
- Oc1c(C(Nc2ccccn2)c2ccccn2)ccc2cccnc12 (stereo unspecified)
→ -11.1%	i	0.5%	-19.1%	?	-16.0%	0.2%	-5.0	?
- COC(=O)C1=C(C)NC(C)=C(C(=O)OC)C1C(=O)OCC(=O)N1CCCCC1C (stereo unspecified)
→ 0.7%	i	0.1%	-4.6%	-0.3%	13.8%	1.9%	1.1	i
- CCN(CC)NC(=O)Nc1ccccc1
→ 13.8%	i	0.2%	-9.7%	?	-12.8%	5.8%	2.7	i
- Cc1ccc(S(=O)(=O)N2CCN(c3ccc(N4CCOCC4)nn3)CC2)cc1[N+](=O)[O-]
→ 4.1%	i	-0.1%	-12.0%	?	-4.3%	-0.1%	-0.8	i
- O=C(CSc1nnc(-c2ccccc2)n1-c1ccccc1)N1c2ccccc2Sc2ccccc21
→ -12.1%	i	-0.3%	28.9%	.	3.7%	-4.2%	0.0	i
- CC12CCC(=O)N1C(C(=O)NCc1ccccc1Cl)CS2 (stereo unspecified)
→ -1.6%	i	0.3%	3.2%	6.6%	-14.0%	-1.1%	3.7	i
- O=C(NCc1cccnc1)c1cccc(S(=O)(=O)Nc2cccc(Cl)c2)c1
→ -2.4%	i	-0.7%	-26.2%	?	-10.4%	1.6%	0.3	?
- Cc1cc2c(=O)n(C)c(SCC(=O)Nc3cccc(F)c3)nc2s1
→ 0.8%	i	0.4%	10.8%	?	-10.3%	1.0%	-0.5	i
- CS(=O)(=O)Nc1ccc(C(=O)NCCSC2CCCCC2)cc1
→ 3.1%	i	0.4%	-5.0%	10.3%	-9.3%	-2.8%	0.1	i
- CC(C)(C)C1CCc2c(sc(NC(=O)Cn3nnc(-c4ccccc4F)n3)c2C#N)C1 (stereo unspecified)
→ -0.6%	.	-0.5%	-20.8%	-7.4%	-4.7%	.	.	i
- CC(=C1C(=O)c2ccccc2C1=O)N1CCN(c2ccccn2)CC1
→ 3.3%	i	5.7%	15.0%	.	3.9%	-3.6%	-0.2	i
- O=C1CC(c2cccc(Cl)c2)CC(O)=C1C=NCCCO (stereo unspecified)
→ -6.5%	i	0.2%	8.4%	2.4%	-23.3%	0.1%	2.7	i
- CCCCSc1ncc(C(=O)OCC)c(N)n1
→ -7.3%	i	5.5%	0.0%	?	-80.7%	-1.4%	-4.8	i
- Cc1nn(-c2cccc(Cl)c2)c(Cl)c1/C=N/NC(=O)c1cccnc1
→ 0.0%	i	8.1%	-22.0%	?	-62.5%	-0.3%	-1.4	i
- COC(=O)Cc1ccc(NC(=S)NC(C)(C)C)cc1
→ 0.1%	i	-0.3%	?	12.2%	0.0%	-2.8%	-3.2	i
- O=C(O)c1cccc2sc3cc(Cl)ccc3c(=O)c12
→ -1.1%	i	2.4%	-11.2%	3.8%	6.1%	-2.5%	-3.0	i
- C(=N\Nc1nc(-c2ccccc2)cs1)/c1cccs1
→ -17.8%	i	?	-10.6%	?	-9.7%	-1.2%	-2.2	i
- COc1ccc(O)c(C2=Nc3ccccc3N=C(c3ccco3)C2)c1
→ -21.6%	i	20.5%	3.9%	-4.2%	-8.6%	2.5%	2.9	i
- CC(NC(=O)C1CCCCC1)c1ccc2c(c1)OCCO2 (stereo unspecified)
→ -1.8%	i	0.0%	-5.6%	-5.4%	-7.6%	-1.8%	-4.3	i
- COc1ccc(Cc2noc(CN3CCNC(=O)CC3)n2)cc1OC
→ 1.7%	i	0.0%	1.8%	9.4%	-3.8%	-3.5%	-2.3	i
- CCn1c(C)c(C)c2cc(C(=O)Nc3cccc(Cl)c3)ccc21
→ -9.7%	i	5.1%	3.4%	15.3%	-19.9%	-13.2%	-5.1	i
- CCOc1ccccc1NC(=O)COC(=O)c1cccc(-c2ccc(OC(C)=O)cc2)c1
→ 8.3%	i	2.3%	2.2%	5.6%	-30.3%	-3.6%	1.4	i
- O=C(CC1C(=O)NCCN1C(=O)c1ccc(F)cc1)OCc1ccccc1 (stereo unspecified)
→ -3.1%	i	0.3%	14.2%	22.7%	-4.2%	?	-2.4	i
- Cc1ccc(S(=O)(=O)CCC(=O)NCc2ccccc2)cc1
→ -4.8%	i	-0.5%	-12.3%	14.1%	6.5%	1.8%	-2.7	i

# As a short view, some entries already given:
# Below each compound – A549 viability	Akt phos inh	Nrf2 activator	TGFb inhibitor	Nrf2 inh	HepG2 viability	MmCpn inh	CCT modulator	S2 tox
- O=C(CC1C(=O)NCCN1C(=O)c1ccc(F)cc1)OCc1ccccc1 (stereo unspecified)
→ -3.1%	i	0.3%	14.2%	22.7%	-4.2%	?	-2.4	i
- Cc1ccc(S(=O)(=O)CCC(=O)NCc2ccccc2)cc1
→ -4.8%	i	-0.5%	-12.3%	14.1%	6.5%	1.8%	-2.7	i

# Screening results as filed in PubChem.
